# PglD inh: C. jejuni PglD acetyltransferase inhibitors, primary screen, biochemical, DTNB colorimetric, single point | actives 0.098% (n = 360,000) | purified PglD enzyme, DTNB colorimetric CoA detection | UDP-N-acetylbacillosamine N-acetyltransferase PglD (Campylobacter jejuni) | AID 602405, 2012 | inhibition, % at 12.5 µM; in the data active = inhibition above about 16%, passing the limit was not always enough; also: strong numbers were not always called active
# ERp5 inh: inhibitors of ERp5-driven insulin aggregation, primary screen, biochemical, turbidity, absorbance 650 nm, single point; Protein disulfide-isomerase A6 (Homo sapiens), Q15084; inhibition, % at 9.99 µM; 90 min; actives 0.05% (n = 350,000);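 active = mean replicate inhibition above about 25%, with every replicate also reaching it, limit read from the data, passing the limit was not always enough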
# ARNT TACC3 PPI: disruptors of ARNT/TACC3 protein interaction, primary screen, biochemical, AlphaScreen, single concentration; AlphaScreen His-ARNT PAS-B/GST-TACC3 binding, luminescence; TACC3 fragment carries E629A point mutation; inhibition, % at 9.99 µM; Transforming acidic coiled-coil-containing protein 3 (Homo sapiens), Q9Y6A5; actives 0.66% (n = 390,000);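 active = mean inhibition of replicates at least 50% and at least half of replicates each reaching 50%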;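 also: 0% = complete ARNT plus TACC3 wells and 100% = ARNT alone without TACC3; many hits fall short of the cut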
# RAD54 inh: inhibitors of human RAD54 branch migration, primary screen, biochemical, fluorescence, single point; AID 602329, 2012; inhibition, % at 10.4 µM; RAD54 Holliday junction branch migration, FAM/BHQ fluorescence; actives 0.14% (n = 360,000); DNA repair and recombination protein RAD54-like (Homo sapiens), Q92698;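 active = mean normalized replicate activity at least 40 and at least half of replicates scoring 40 or more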;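 also: 0% = median of neutral control wells and 100% = median of positive control wells; inhibitors cause a drop in the FAM fluorescence signal; in these data hits start at about 50%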
# esBAF inh: Bmi1 luciferase reporter increase in mESCs, primary screen, esBAF inhibitor project, mouse ES cells, Bmi1 luciferase knock-in, single point | actives 2% (n = 350,000) | 24 h; 100% = twice the neutral-well signal | reporter increase, % at 12.5 µM; in the data active = activation above about 40%;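 also: 0% = median of the plate's neutral control wells and 100% = double that signal; a rise in the Bmi1 reporter signal indicates esBAF inhibition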
# E-sel inducer: E-selectin induction in HUVECs, primary screen, imaging, HUVEC, immunofluorescence imaging, single point; AID 686992, 2013; activation, % at 7.58 µM; actives 0.37% (n = 260,000); P16581; normalized: neutral wells 0, TNF-alpha wells 100;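 active = mean E-selectin-positive cell signal at least 10% of the positive control, reached in at least 60% of replicates, without over 20% cell loss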;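 also: in these data hits start at about 27%; measured in HUVEC primary endothelial cells; signal is the percent of cells scored E-selectin positive by PE staining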
# Target sequence (P16581 whole entry, looked up): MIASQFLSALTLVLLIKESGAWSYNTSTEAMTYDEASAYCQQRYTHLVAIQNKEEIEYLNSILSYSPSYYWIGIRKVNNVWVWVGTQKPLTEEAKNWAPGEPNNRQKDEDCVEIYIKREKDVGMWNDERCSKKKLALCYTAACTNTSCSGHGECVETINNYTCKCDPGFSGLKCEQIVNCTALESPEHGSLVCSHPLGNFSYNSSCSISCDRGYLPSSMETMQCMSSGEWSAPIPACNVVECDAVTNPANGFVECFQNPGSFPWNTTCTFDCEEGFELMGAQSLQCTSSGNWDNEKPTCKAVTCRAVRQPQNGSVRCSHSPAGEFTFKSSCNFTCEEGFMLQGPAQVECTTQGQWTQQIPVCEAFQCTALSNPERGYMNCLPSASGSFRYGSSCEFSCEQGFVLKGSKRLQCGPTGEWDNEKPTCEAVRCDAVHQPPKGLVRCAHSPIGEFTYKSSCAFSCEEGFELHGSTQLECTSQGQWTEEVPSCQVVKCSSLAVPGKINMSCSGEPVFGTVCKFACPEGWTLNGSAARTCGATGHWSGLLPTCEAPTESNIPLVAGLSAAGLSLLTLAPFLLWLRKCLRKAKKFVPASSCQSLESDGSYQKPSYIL
#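 Material: HUVEC primary endothelial cells; Amount: 3,000 cells per well; Dosing: single concentration; Medium: EGM-2 growth medium on 0.1% gelatin-coated wells; Read-out basis: percent E-selectin-positive cells; Signal: immunofluorescence imaging; Control set: TNF-alpha, DMSO.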
# RAD52 anneal inh: RAD52 DNA annealing inhibitors, primary screen, biochemical, FRET, single point, set 2; DNA repair protein RAD52 homolog (Homo sapiens), P43351; recombinant RAD52 DNA annealing, FRET fluorescence; inhibition, % at 18.7 µM; actives 0.46% (n = 360,000); AID 651710, 2012;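 active = every replicate showing at least 50% inhibition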
# Target sequence (P43351 whole entry, looked up): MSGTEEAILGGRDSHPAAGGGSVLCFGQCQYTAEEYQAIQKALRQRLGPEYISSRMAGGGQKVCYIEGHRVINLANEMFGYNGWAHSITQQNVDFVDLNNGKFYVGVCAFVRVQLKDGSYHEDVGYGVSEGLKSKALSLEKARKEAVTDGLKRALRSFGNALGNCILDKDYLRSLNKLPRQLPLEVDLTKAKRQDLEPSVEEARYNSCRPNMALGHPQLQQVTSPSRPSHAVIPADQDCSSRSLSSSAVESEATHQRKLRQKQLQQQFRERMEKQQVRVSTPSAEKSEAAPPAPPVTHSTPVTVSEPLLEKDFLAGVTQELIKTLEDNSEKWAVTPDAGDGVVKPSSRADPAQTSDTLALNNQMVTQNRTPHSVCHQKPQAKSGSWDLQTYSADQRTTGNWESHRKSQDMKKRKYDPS
# Casp6 inh: human caspase-6 inhibitors, primary screen, biochemical, VEID-R110 fluorescence, single point, set 2. purified caspase-6, Z-VEID-R110 cleavage fluorescence. P55212. actives 0.53% (n = 350,000). inhibition, % at 12.5 µM. AID 686996, 2013;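 active = mean inhibition across replicates at least about 35%, with every replicate also reaching that limit, limit read from the data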;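 also: 0% = median of neutral control wells and 100% = no fluorescence left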
# Numbers without * were called inactive; / = not tested or not shown.
SMILES,PglD inh,ERp5 inh,ARNT TACC3 PPI,RAD54 inh,esBAF inh,E-sel inducer,RAD52 anneal inh,Casp6 inh
COc1ccccc1CNC(=O)C[C@H]1CC[C@H]2[C@@H](COC[C@H](O)CN2Cc2cccc(-c3ccncc3)c2)O1,-5.3,/,5.5,4.3,1.5,-0.1,/,/
CCC(C(=O)Nc1cccc(OC)c1)n1nc(C)c2c(C)n(-c3ccccc3)nc2c1=O (centres undefined),-1.2,3.9,-1.8,3.8,1.1,/,9.6,0.9
CCCNC(=O)N1CC2(CN(Cc3cccc(F)c3)C2)c2c([nH]c3cc(OC)ccc23)[C@@H]1CO,/,6.3,/,/,/,0.1,23.1,2.3
CCC1COCCS(=O)(=O)N1Cc1ccc(Cl)cc1 (centres undefined),-2.0,-2.2,-5.7,-5.0,-8.4,/,-5.5,2.5
CCc1ccc(NC(=O)C2CCCN(S(=O)(=O)c3cccnc3)C2)cc1 (centres undefined),/,1.1,1.4,/,/,2.2,-6.0,1.0
CC(C)NC(=O)Nc1ccc2c(c1)C(=O)N([C@H](C)CO)C[C@@H](C)[C@@H](CN(C)Cc1ccc(-c3ccccc3)cc1)O2,-0.4,0.7,/,-2.3,-4.8,0.1,12.3,1.3
COc1ccc(C(=O)CSc2nnc(C(CO)NC(=O)c3ccc(OC)cc3)n2C)cc1 (centres undefined),-3.4,/,1.0,2.6,-1.5,/,/,/
O=C(COC(=O)CNC(=O)c1cccc([N+](=O)[O-])c1)Nc1nc2ccccc2s1,-1.6,/,22.6,5.1,/,1.7,/,/
S=C(CN1CCCC1=S)N1CCOCC1,5.3,/,-6.1,0.4,/,/,-13.7,-2.7
COC(=O)C[C@@H]1CC[C@@H]2[C@@H](COc3ccc(NC(=O)c4ccc(C(F)(F)F)cc4)cc3C(=O)N2C)O1,0.1,-1.1,-13.3,4.5,0.4,0.4,-6.3,3.4

# A draw from above in order of heavy-atom count, lowest first:
SMILES,PglD inh,ERp5 inh,ARNT TACC3 PPI,RAD54 inh,esBAF inh,E-sel inducer,RAD52 anneal inh,Casp6 inh
CCC1COCCS(=O)(=O)N1Cc1ccc(Cl)cc1 (centres undefined),-2.0,-2.2,-5.7,-5.0,-8.4,/,-5.5,2.5
CCc1ccc(NC(=O)C2CCCN(S(=O)(=O)c3cccnc3)C2)cc1 (centres undefined),/,1.1,1.4,/,/,2.2,-6.0,1.0
O=C(COC(=O)CNC(=O)c1cccc([N+](=O)[O-])c1)Nc1nc2ccccc2s1,-1.6,/,22.6,5.1,/,1.7,/,/
CCCNC(=O)N1CC2(CN(Cc3cccc(F)c3)C2)c2c([nH]c3cc(OC)ccc23)[C@@H]1CO,/,6.3,/,/,/,0.1,23.1,2.3
CC(C)NC(=O)Nc1ccc2c(c1)C(=O)N([C@H](C)CO)C[C@@H](C)[C@@H](CN(C)Cc1ccc(-c3ccccc3)cc1)O2,-0.4,0.7,/,-2.3,-4.8,0.1,12.3,1.3

# Further structures
SMILES,PglD inh,ERp5 inh,ARNT TACC3 PPI,RAD54 inh,esBAF inh,E-sel inducer,RAD52 anneal inh,Casp6 inh
CCCn1c(NCc2ccco2)nc2ccccc21,-1.7,0.9,-7.0,7.7,9.3,/,-16.1,-4.7
Cc1ccc(NC2CCCN(C(=O)c3ccc4nccnc4c3)C2)cc1C (centres undefined),-0.3,-15.1,-4.2,0.7,-2.8,0.1,-4.7,9.9
COc1ccc(Cl)cc1NC(=S)N1CC(C)OC(C)C1 (centres undefined),-3.2,-12.0,-6.6,-3.0,-4.6,0.1,-10.4,-4.1
CCCN(CC(=O)Nc1ccccc1C)C(=O)c1sc2ccccc2c1Cl,-1.9,2.9,-0.9,-4.3,-1.1,-0.4,2.8,-156.2
C[C@@H]1CN([C@@H](C)CO)S(=O)(=O)c2ccc(C#CCN(C)C)cc2O[C@H]1CN(C)Cc1ccccn1,2.6,-2.4,0.8,-10.5,2.1,-0.1,-5.9,2.1
C=CCn1c(-c2csc3ccccc23)n[nH]c1=S,-1.4,/,-0.4,-9.3,-5.8,/,/,/
CCOC(=O)c1cnc2sc3c(n2c1=O)CCCC3,-8.2,/,3.6,-1.6,-22.3,/,/,/
CCCn1c(=O)c(C(=O)NNS(=O)(=O)c2ccc(C)cc2)c(O)c2ccccc21,/,2.3,5.4,/,-6.4,/,-5.0,2.7
Cc1cccc(Cl)c1OCCCN1CCOCC1,-5.7,1.9,12.5,13.2,20.5,0.2,4.2,-0.8
CN(C)S(=O)(=O)c1ccc(C(=O)NCC(C)(C)N2CCOCC2)cc1,1.5,-5.4,0.7,4.2,3.4,0.1,-2.6,-1.9
O=C(CCc1ccccc1)Nc1nncs1,5.1,/,-6.3,-7.9,-5.6,/,/,/
Cc1cccc(NC(=S)NCc2ccc3[nH]c4c(c3c2)CCCC4)c1,-4.7,1.5,5.1,11.1,2.6,-0.3,-21.7,-0.9
COc1ccc(OCC(=O)NNC(=O)c2cccc(C)c2)cc1,2.0,3.6,/,-7.2,-11.7,/,-9.0,-0.2
O=C(Nc1nccs1)[C@@H]1CCCN1C(=O)c1cccs1,2.6,5.8,-7.1,-10.5,-17.3,/,-12.7,1.3
N/C(=N\OS(=O)(=O)c1ccccc1)c1cccnc1,-1.9,/,-4.8,-7.9,3.3,/,/,/
CCc1ccccc1NC(=O)CSc1nc2n[nH]c(C)c2c(=N)n1-c1cccc(OC)c1,3.8,2.8,13.4,2.4,3.4,/,-9.8,-8.8
CS(=O)(=O)N1CCCCC1c1cc(C(=O)Nc2ccc3c(c2)OCO3)no1 (centres undefined),-4.6,0.7,/,4.3,31.6,0.1,-16.2,3.6
O=C(Nc1ccc(Cl)c(C(F)(F)F)c1)C1Cc2c(-c3ccc4c(c3)OCO4)ccnc2O1 (centres undefined),2.8,-2.8,/,-16.1,2.4,1.1,-9.4,-2.8
O=C(C1CCN(CCc2ccccc2)CC1)N1CCOCC1,-9.9,0.9,-12.4,-1.6,8.8,-0.2,-6.3,-5.4
Cc1ccc(C(=O)c2c3ccc([N+](=O)[O-])cc3[n+]([O-])n2CCCN)cc1,3.9,-3.4,8.8,3.8,-20.4,0.1,3.7,-9.2
C[C@H](CO)N1C[C@H](C)[C@H](CN(C)Cc2ccccn2)Oc2ncc(-c3ccc(F)cc3)cc2C1=O,-0.8,-5.4,11.1,-1.2,9.9,0.0,-14.0,1.4
O=[N+]([O-])c1ccc2c(c1)C(N1CCOCC1)/C(=C/COc1ccc(F)cc1)O2 (centres undefined),-4.1,-3.7,3.2,-14.7,-8.4,/,0.9,14.2
Cc1c(C(=O)C(=O)NCCCn2ccnc2)c2ccccc2n1C,/,0.2,-0.6,/,/,2.9,-0.6,0.6
COc1ccc(OC)c(N(C(=O)c2ccco2)C(C(=O)NC2CCCC2)c2ccc(N3CCOCC3)cc2)c1 (centres undefined),2.6,0.5,19.3,-26.1,-0.9,-0.1,-10.9,0.8
O=C1c2ccccc2-c2nc3ccccc3nc21,1.1,/,2.1,15.1,36.3,/,/,/
C=CCOc1cccc(C(=O)N(C)C2CCCN(Cc3ccccc3F)C2)c1 (centres undefined),-5.0,-1.3,0.5,7.4,-7.8,/,-19.5,-1.1
COC(=O)CSc1nnc(COc2ccc3ccccc3c2)o1,4.9,-2.1,0.4,-5.9,-3.8,/,-17.4,-1.8
Cn1cnc(S(=O)(=O)N[C@H]2CC[C@H](CC(=O)Nc3ccccc3)O[C@H]2CO)c1,6.2,-2.3,4.0,0.0,-3.3,0.2,-1.5,1.2
C=CC[C@@H](CC(=O)NCCO)C(=O)N[C@H](COC(=O)[C@H](CC=C)CC(=O)OC(C)(C)C)Cc1c[nH]c2ccccc12,13.4,1.5,/,10.1,-5.4,0.1,7.6,-0.7
O=C(NCc1ccc(CNC(=O)c2ccco2)cc1)c1ccco1,1.4,-2.3,-2.5,0.2,-1.2,-0.6,-15.1,-8.2
COc1ccc(N(Cc2ccccc2)S(=O)(=O)c2cccc(C(=O)Nc3ccccn3)c2)cc1,3.9,3.4,-24.4,2.7,4.3,-0.7,-7.6,-1.1
Cc1ccc(CN2CCN(CCCn3cnc4c(OCc5ccccc5)ncnc43)CC2)cc1,-0.2,-2.5,7.2,2.0,-1.0,-0.1,3.6,-2.6
CN(CC(=O)Nc1ccc(Cl)c(Cl)c1)C(=O)CN1C(=O)NC2(CCCC2)C1=O,-4.0,-0.9,-3.2,-0.3,0.1,/,-4.0,3.7
CO[C@@H]1CC[C@H]2CCOc3c(C#N)cccc3C(=O)N(C)CCCC(=O)N(C)C[C@@H]1O2,-0.1,0.4,-11.9,-9.6,-2.0,0.1,6.0,-1.7
CC(=O)Nc1ccc(NC(=O)CSc2nnc(COc3ccccc3C)n2CC2CCCO2)cc1 (centres undefined),4.5,-3.5,5.2,11.8,-2.9,-2.1,-2.4,0.7
C[C@H](CO)N1C[C@H](C)[C@H](CN(C)C)Oc2ccc(NC(=O)Nc3ccc4c(c3)OCO4)cc2CC1=O,7.1,-2.5,0.1,6.2,-1.1,12.2,10.6,2.6
COc1ccc(/C=C(/C#N)C(=O)Nc2cccnc2)cc1OC,-3.3,/,0.0,-1.2,/,-0.4,/,/
O=S(=O)(c1ccccc1)N1CCCCN2[C@H](CO)[C@H](c3ccc(C#Cc4cccnc4)cc3)[C@H]2C1,15.7,0.3,6.2,10.7,-10.1,-0.2,39.7,-2.7
O=C(NCCN1CCCC(O)C1)c1cc(COc2cccc(C(F)(F)F)c2)on1 (centres undefined),0.7,1.3,/,-2.1,6.9,0.0,-5.5,-5.1
O=C(Nn1c(-c2ccc(Br)cc2)nc2ccccc2c1=O)c1ccncc1,/,2.0,3.6,/,/,/,-12.7,-1.1
COc1ccccc1C(=O)Nc1ccnn1C1CCN(Cc2ccn[nH]2)CC1,-1.5,-4.2,-2.4,5.4,/,-0.2,-11.5,-1.3
O=C(Nc1c2c(nn1-c1cccc(Cl)c1)CS(=O)(=O)C2)c1ccc2c(c1)OCO2,4.8,0.4,-4.2,-2.3,-7.9,/,-3.7,12.1
CCn1c(COc2ccccc2C)nc2ccccc21,-3.0,/,-3.2,-13.7,64.5*,/,/,/
CC(C)NC(=O)N1CCCN(c2nc3ccc(Cl)cc3s2)CC1,-1.8,-2.4,-2.9,1.6,34.7,-2.3,16.7,1.3
O=C(CSc1nnc(NC(=O)c2ccc(S(=O)(=O)N3CCOCC3)cc2)s1)Nc1ccccc1C(F)(F)F,11.0,0.7,-7.6,-1.9,/,/,-11.9,1.2
O=C(Nc1ccc2c(c1)OCCO2)c1cc2sccc2n1Cc1ccc(F)cc1,-2.4,/,-0.1,14.2,27.7,/,/,/
CCN(C(=O)COC(=O)c1ccc(O)cc1)c1cccc2ccccc12,/,-1.8,-0.5,/,/,-0.2,-24.3,7.3
COc1ccc(CNS(=O)(=O)c2ccc(N3CCCC3)cc2Br)cc1,1.3,-3.6,4.3,-4.5,-7.2,-0.2,-18.1,-4.3
C=CCOc1cccc(CNCc2cccnc2)c1,7.5,2.7,1.0,-9.9,4.8,-0.8,15.1,-41.4
COc1ccc(C(=O)N2CCSCC2)cc1OC1CCN(C(C)=O)CC1,-5.3,2.7,4.2,0.1,-0.4,0.4,-13.1,-3.3

# Source: PubChem BioAssay (Broad Institute)
